SRC3 inh – SRC3 coactivator transcriptional activity inhibitors, primary screen, cell-based, luminescence | actives 0.17% (n = 360,000) | Nuclear receptor coactivator 3 (Homo sapiens), Q9Y6Q9 | HEK293 GAL4-SRC3 luciferase reporter | AID 588352, 2011 | inhibition, % at 3.6 µM;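 active = inhibition above a per-campaign cutoff, the mean of all compounds plus 3 SD, cut at about 60% in these data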;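 also: 0% = DMSO-treated cells and 100% = gossypol-treated cells at 36 µM; higher means less SRC3-driven luciferase light from the GAL4 reporter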
TWEAK-Fn14 inh – inhibitors of TWEAK-Fn14 signaling, primary screen, luciferase reporter cells, uHTS | TWEAK-stimulated Fn14 reporter cells, luciferase luminescence, 8 h | inhibition, % at 10 µM | actives 2% (n = 360,000); in the data active = inhibition above about 50%
Shn3 inh set2 – reduction of Shn3 3'UTR firefly luciferase signal, primary screen, Schnurri-3 inhibitor project, cell-based, Clone20 osteoblasts, set 2; actives 0.52% (n = 360,000); inhibition, % at 12.5 µM; Clone20 osteoblast Shn3 3'UTR firefly luciferase, 24 h;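 active = mean inhibition of at least 75% with every replicate also reaching 75%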;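 also: 0% = median of neutral control wells and 100% = pilot-screen positive control compound; some compounds past the cut are filed as inactive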
LMP1 NFkB inh – EBV LMP1-driven NF-kappaB luciferase reporter inhibitors, primary screen, cell-based, luminescence, single point; LMP1-induced NF-kappaB luciferase reporter cells; inhibition, % at 12.5 µM; actives 0.69% (n = 350,000); AID 504558, 2011; in the data active = inhibition above about 41%;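 also: 0% = neutral control wells and 100% = reference inhibitor control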
KKLEB tox – cytotoxicity in KKLEB CF airway cells, primary screen, cytotoxicity control for CF NF-kB inhibitor project, cell-based, uHTS, fluorescence assay plates | KKLEB CF airway cells viability, ATPlite luminescence, overnight; stronger effect = lower value; cells stimulated with P. aeruginosa culture filtrate | activity change (cytotoxicity), % at 5 µM | actives 0.36% (n = 360,000);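 active = corrected activity change at or below -50% at 5 µM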
NCOA1 inh – SRC1 coactivator transcriptional activity inhibitors, primary screen, cell-based, luminescence; Nuclear receptor coactivator 1 (Homo sapiens), Q15788; HEK293 GAL4-SRC1 luciferase reporter; inhibition, % at 3.6 µM; actives 0.12% (n = 360,000); AID 588354, 2011;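 active = inhibition above the campaign mean plus 3 SD, with each screening campaign given its own cutoff, cut at about 60% in these data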;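 also: 0% = DMSO treated cells and 100% = gossypol at 36 µM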
TROY signal inh – inhibitors of TROY-driven NF-kB signaling, primary screen, Q293 LMP1-TROYcd cells, NF-kB luciferase, uHTS; Q293 LMP1-TROYcd NF-kB luciferase reporter, 4 h; inhibition, % at 10 µM; actives 0.98% (n = 360,000);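 active = compounds whose plate-normalised and pattern-corrected inhibition of the luciferase reporter signal at the single screening dose is 50% or more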
LRH-1 inv ag – LRH-1 (NR5A2) inverse agonists, primary screen, cell-based, luminescence, HEK293T, StAR-luciferase reporter. Nuclear receptor subfamily 5 group A member 2 (Homo sapiens), O00482. LRH-1 transfected, 24 h. inhibition, % at 3.6 µM. actives 0.13% (n = 360,000);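 active = inhibition above the mean inhibition of all tested compounds plus 3 SD, cut at about 73% in these data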;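 also: 0% = DMSO wells and 100% = reporter-only cells lacking LRH-1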
Target sequence (O00482 whole entry, looked up): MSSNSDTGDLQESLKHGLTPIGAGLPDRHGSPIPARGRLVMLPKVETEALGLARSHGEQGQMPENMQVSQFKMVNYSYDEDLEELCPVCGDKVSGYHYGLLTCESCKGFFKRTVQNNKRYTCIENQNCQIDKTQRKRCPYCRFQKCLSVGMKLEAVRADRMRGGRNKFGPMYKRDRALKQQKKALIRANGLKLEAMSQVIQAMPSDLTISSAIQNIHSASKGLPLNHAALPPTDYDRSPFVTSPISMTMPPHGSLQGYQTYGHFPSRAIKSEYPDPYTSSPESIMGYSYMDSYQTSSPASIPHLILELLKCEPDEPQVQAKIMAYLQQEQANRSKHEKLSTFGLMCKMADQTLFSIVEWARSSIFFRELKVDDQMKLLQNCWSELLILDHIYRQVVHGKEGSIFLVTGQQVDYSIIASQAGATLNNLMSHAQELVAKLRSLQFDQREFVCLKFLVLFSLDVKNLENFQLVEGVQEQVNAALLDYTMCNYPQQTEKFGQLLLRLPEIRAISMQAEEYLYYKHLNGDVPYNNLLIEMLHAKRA
CF NFkB block – inhibitors of PAF-induced NF-kB signaling, primary screen, cell-based, GFP fluorescence, uHTS. KKLEB NF-kB-GFP reporter, GFP fluorescence overnight. inhibition, % at 5 µM. actives 0.86% (n = 360,000). AID 588850, 2011;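 active = at least 50% inhibition at 5 µM, scaled per plate between neutral and stimulator controls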;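 also: PAF is a Pseudomonas aeruginosa culture filtrate used as stimulus; plate controls were PAF-stimulated DMSO wells for no effect and unstimulated DMSO wells for full effect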
NR2F2 inh – NR2F2 transcriptional activity inhibitors, primary screen, cell-based, luciferase reporter, HEK293T, luminescence. COUP transcription factor 2 (Homo sapiens), P24468. HEK293T NGFI-A luciferase reporter. inhibition, % at 8.6 µM. actives 0.7% (n = 370,000). AID 686940, 2013;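 active = inhibition above a per-plate cutoff, mean inhibition of test wells between control levels plus 3 SD, cut at about 38% in these data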;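 also: cells cotransfected with COUP-TFII expression vector driving the NGFI-A reporter; 0% = median of COUP-TF2 test wells and 100% = reporter-only cells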
Target sequence (P24468 whole entry, looked up): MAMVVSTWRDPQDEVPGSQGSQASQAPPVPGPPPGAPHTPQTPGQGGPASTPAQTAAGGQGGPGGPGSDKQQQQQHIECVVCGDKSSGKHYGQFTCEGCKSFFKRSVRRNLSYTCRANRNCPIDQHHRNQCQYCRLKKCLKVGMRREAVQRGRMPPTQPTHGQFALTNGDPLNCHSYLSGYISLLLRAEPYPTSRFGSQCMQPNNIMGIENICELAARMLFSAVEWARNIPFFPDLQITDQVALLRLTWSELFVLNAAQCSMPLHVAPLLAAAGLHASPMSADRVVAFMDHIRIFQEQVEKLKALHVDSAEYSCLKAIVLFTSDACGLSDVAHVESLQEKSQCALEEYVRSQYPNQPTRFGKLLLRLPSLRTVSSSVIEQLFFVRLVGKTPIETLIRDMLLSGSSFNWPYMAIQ
TRAIL sens C8 – viability loss with TRAIL in NB7+C8 cells, primary screen, TRAIL sensitizer project, cell-based, ATPlite luminescence | actives 1% (n = 360,000) | AID 624354, 2012 | inhibition (viability loss, TRAIL sensitization), % at 10 µM;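 active = compounds causing at least 50% loss of cell viability in the single-dose screen, relative to plate controls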
* hit, by the source's call; · = no result given; & = joins results of further samples. This is a subset; the hit share may differ from the screen's.

Below each compound – SRC3 inh	TWEAK-Fn14 inh	Shn3 inh set2	LMP1 NFkB inh	KKLEB tox	NCOA1 inh	TROY signal inh	LRH-1 inv ag	CF NFkB block	NR2F2 inh	TRAIL sens C8
> COc1cc(NC(=S)NC(=O)c2cccs2)ccc1NC(=O)C(C)C
 : -14	1	-4	-8	8	-9	-30	-7	-10	-4	-10
> O=C(CC(Sc1ccccc1)c1cccs1)c1ccco1 (stereo unspecified)
 : 11	-8	-12	-1	9	-11	-50	13	-4	-17	0
> O=C(c1ccc(F)cc1)N1CCN2C(=O)c3ccccc3C12c1ccccc1 (stereo unspecified)
 : 9	10	-2	6	-3	-1	-7	4	5	5	-10
> Cc1onc(-c2c(F)cccc2Cl)c1C(=O)OCC(=O)NCc1ccccc1
 : -6	-1	-7	-7	0	-3	-20	4	-4	7	-9
> CSC(=NCCCN1CCOCC1)NS(=O)(=O)c1cccs1
 : -5&16	4&-10	71&-6	-27&4	6&9	4&10	7	-9&-19	-34&0	5&3	4&-9
> CN(Cc1ccco1)C(=O)Cn1ncc2c([nH]c3ccccc32)c1=O
 : 11	19	-16	-5	8	-9	1	-2	-5	9	-6
> O=C(Nc1nc(-c2ccccn2)cs1)C12CC3CC(CC(O)(C3)C1)C2
 : -63	10	-43	-6	3	-134	-3	-116	-25	-41	60*
> Cc1cc(OCc2cc(C(=O)N(C)C(C)c3ccccn3)no2)cc(C)c1Cl (stereo unspecified)
 : -86	-24	-52	-7	10	-39	22	-45	-6	-35	-2
> COc1cc(NC(=O)CSc2nncn2C)cc(OC)c1OC
 : -9	-6	12	3	-3	-10	0	1	5	-12	-8
> Cc1ccc(OCC(=O)Nc2ccc3oc(=O)ccc3c2)c(C)c1
 : -18	6	6	3	22	-35	-12	9	-32	-4	-2

Brought forward from above: two entries, followed by the next part.
Below each compound – SRC3 inh	TWEAK-Fn14 inh	Shn3 inh set2	LMP1 NFkB inh	KKLEB tox	NCOA1 inh	TROY signal inh	LRH-1 inv ag	CF NFkB block	NR2F2 inh	TRAIL sens C8
> COc1cc(NC(=O)CSc2nncn2C)cc(OC)c1OC
 : -9	-6	12	3	-3	-10	0	1	5	-12	-8
> Cc1ccc(OCC(=O)Nc2ccc3oc(=O)ccc3c2)c(C)c1
 : -18	6	6	3	22	-35	-12	9	-32	-4	-2
> N#Cc1ccc(Oc2ccc(-c3nc4ccccc4nc3-c3ccccc3)cc2)cc1C#N
 : 1	3	0	8	4	10	-6	14	-1	9	10
> COc1ccc(OCCCCOc2ccccc2Cl)cc1
 : 7	-5	-11	4	-4	9	-11	20	7	3	-4
> CN(Cc1c(O)ccc2c1oc(=O)c1ccccc12)C1CCCCC1
 : -10	-5	-17	-3	-8	-16	-7	-14	-12	-10	3
> O=C(CSc1nc(O)cc(=O)n1-c1ccccc1)Nc1ccc2c3c(cccc13)CC2
 : 5	6	9	-9	12	11	-25	26	13	1	-1
> NC(=O)c1ccccc1NC(=O)Cc1cccs1
 : -28	0	21	7	-2	-21	5	1	1	-7	-14
> CCn1nc(C)c(/C=C/C(=O)Nc2ccc(C)cc2C)c1C
 : 7	-45	26	12	11	-6	-34	25	1	2	6
> C[C@H](NC(=O)c1[nH]cnc1C(=O)Nc1ccc(Cl)cc1)C(=O)OC(C)(C)C
 : 10	10	2	-7	-3	-1	13	-20	-5	·	9
> CN1CCN(CCCNC(=O)c2ccc(/C=C3\Oc4ccccc4N(Cc4ccc(Cl)cc4)C3=O)cc2)CC1
 : -9	-26	-5	1	-27	-127	81*	-9	-5	3	70*
> CC1(c2nnc(-c3ccc(F)cc3)o2)CC(c2cccc(Cl)c2)=NO1 (stereo unspecified)
 : -6	-18	-60	-15	4	1	-9	6	4	3	4
> Cc1nc(SCc2ccccc2)c2oc3ccccc3c2n1
 : 17	-21	0	-2	-19	-12	13	-5	15	-32	-4
> O=C(NNS(=O)(=O)c1ccccc1F)c1ccccc1-n1cccc1
 : 5	4	4	0	1	-21	-8	0	-19	-19	-13
> O=C1c2cccc3cc(Br)cc(c23)C(=O)N1Nc1ccc(Br)cc1
 : 0	-30	0	-11	8	-10	12	2	-8	-8	6
> CCC(=O)N/C(=N/c1nc(C)cc(C)n1)Nc1cccc(OC)c1
 : 8	-44	14	-2	12	5	-3	6	-14	-11	-15
> O=C(COc1cc(F)ccc1[N+](=O)[O-])Nc1cc(S(=O)(=O)N2CCCC2)ccc1Cl
 : 5	-2	30	3	-5	-14	0	6	-3	1	52*
> O=C(O)CN(c1ccccc1)C1SC(=O)NC1=O (stereo unspecified)
 : 11	8	9	8	3	-10	8	12	3	-3	-2
> COc1ccc(NC(=O)CN2CCCCC2)cc1
 : -8	-44	-15	-13	-12	-8	-32	0	8	-12	-11
> Cn1c(=O)[nH]c2ncccc21
 : 21	16	15	1	-1	8	27	8	2	8	14
> CC(C)N(Cc1ccccc1)C(=O)COc1ccccc1
 : 8	-8	-4	0	5	10	0	2	-26	8	10
> COc1ccc(NS(=O)(=O)c2ccc(Oc3c(C#N)cccc3C#N)cc2)cc1
 : 30	22	81	31	-22	14	22	25	9	33	17
> FC(F)(F)c1cccc(-n2cccc2/C=N/n2cnnc2)c1
 : -2	19	-35	-7	-1	-16	3	-5	1	8	12
> CC(=O)Nc1ccc(NC(=O)CN(c2ccc(F)cc2)S(=O)(=O)c2ccc3c(c2)OCCO3)cc1
 : 15	-15	-29	-7	-15	-2	-2	-5	2	1	0
> O=C(c1ccc(-c2ccccc2)cc1)N1CCC(C(=O)N2CCCC2)CC1
 : -6	-12	-3	-9	-4	13	-1	-2	7	4	-5
> Cc1cc(N2CCCCC2)nc2c(C)cccc12
 : -4	-1	18	2	-2	11	-18	-1	4	12	1
> Cn1c(CN2CCCC2)nc2cc(NC(=O)COc3ccc([N+](=O)[O-])cc3)ccc21
 : 15	-19	12	7	4	11	4	8	-18	-3	15
> COc1ccc(N(CC(=O)NCCC2=CCCCC2)S(C)(=O)=O)cc1OC
 : -19	-18	17	-2	-11	-10	7	14	0	6	2
> Cc1cc(NC(=O)CCN2C(=O)C3C4C=CC(C4)C3C2=O)c2ccccc2n1 (stereo unspecified)
 : -22	11	46	0	-4	8	16	-5	14	10	-4
> COc1ccc(NC(=O)C2CCN(C(=O)[C@@H]3Cc4ccccc4CN3)CC2)cc1
 : -15	-12	-37	-3	18	-6	-21	-31	-29	-8	-5
> COC(CNC(=O)C(=O)NCC1OCCN1S(=O)(=O)c1ccccc1)OC (stereo unspecified)
 : 5	9	12	4	13	-3	-11	-3	1	7	-1
> O=C(NCc1ccccc1)c1cnc(Cc2c[nH]c3ccccc23)c(I)c1
 : -7	-15	9	·	0	-12	9	19	-39	9	18
> CC(=O)Oc1ccc(C(=O)NC(C)CCc2ccccc2)cc1 (stereo unspecified)
 : -17	8	12	3	-2	10	8	3	-1	8	8
> Oc1ccc(C2=Nn3c(nnc3-c3ccco3)SC2)cc1O
 : -3	-6	28	-2	-24	-15	33	20	1	-20	-3
> Cc1ccc(CC(=O)NCCCc2ccccc2)cc1
 : -17	-5	1	4	-1	0	-22	-12	-8	1	-9
> Cc1cccc(NC(=O)C2CCCN(c3cnccn3)C2)c1 (stereo unspecified)
 : 5	0	-84	3	-2	-36	-7	-15	6	-1	0
> CCCCn1c2c(c(=N)c3ccccc31)CCC2
 : 21	2	·	3	2	-65	-7	-19	-9	-8	0
> CC1=NN(c2ccccc2)C(=O)C1/C=C1/NC(=S)NC1=O (stereo unspecified)
 : 6	-20	-8	·	-1	1	-9	-6	-21	-24	-4
> Cc1ccc(C(=O)NC(NC(=S)Nc2ccc(S(N)(=O)=O)cc2)C(Cl)(Cl)Cl)cc1 (stereo unspecified)
 : 8	-1	10	-1	20	-10	20	-11	-38	-14	-3
> CCOC(=O)c1nnn(-c2ccccc2C#N)c1C
 : 16	-11	-8	2	4	-4	-13	6	2	-5	-9
> CNC(=S)N(CCc1c(C)[nH]c2ccc(OC)cc12)Cc1cc(OC)c(OC)c(OC)c1
 : 7	-4	-7	6	-1	2	0	-20	1	8	-15
> C#CCN1C(=O)C(O)(CC(=O)c2cc(OC)ccc2OC)c2ccccc21 (stereo unspecified)
 : 12	2	-11	11	-9	-2	4	2	-12	20	-11
> COC(=O)C1CCN(C(=O)c2cc3ccccc3oc2=O)CC1
 : -41	-24	-32	-36	-7	-34	-36	-52	-7	-20	-7
> COc1ccc(OC)c(NC(=O)C2CCN(S(=O)(=O)c3ccc4c(c3)CC(C)N4C(C)=O)CC2)c1 (stereo unspecified)
 : -13	-15	22	0	6	-6	2	-28	-6	-32	14
> COc1ccc(NC(=O)Cc2ccc(Cl)c(Cl)c2)cn1
 : 9	-1	3	-5	-4	6	-36	-3	3	10	2
> CCOc1ccc(C(=O)CC(C(=O)O)N2CCN(Cc3ccccc3)CC2)cc1 (stereo unspecified)
 : 18	21	-48	-1	-5	5	-15	0	15	·	-28

Screening results as filed in PubChem BioAssay.
